MazEF act – activators of E. coli MazEF toxin-antitoxin RNase. actives 0.32% (n = 350,000). activation, % at 20 µM. AID 504720. FAM/BHQ RNA-DNA oligo cleavage fluorescence, 5 h. P0AE70; in the data active means activation above about 50%
Target sequence (P0AE70 whole entry, looked up): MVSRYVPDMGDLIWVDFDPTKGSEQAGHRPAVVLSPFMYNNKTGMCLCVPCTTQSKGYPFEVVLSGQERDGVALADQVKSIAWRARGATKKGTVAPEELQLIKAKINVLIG
Mtb BioA inh – inhibitors of Mycobacterium tuberculosis BioA enzyme | purified M. tuberculosis BioA enzyme, plate reader | inhibition, % at 9.99 µM | actives 0.096% (n = 360,000) | AID 602481; in the data active means inhibition above about 40%; inconclusive means no clear call, values can overlap the other calls
CCHF vOTU inh – CCHFV vOTU protease inhibition. Pep-AMC fluorescence. inhibition, % at 11.5 µM. actives 0.55% (n = 370,000); further: 0% = vehicle wells with enzyme and 100% = no enzyme wells
FadD28 binding – M. tuberculosis FadD28 bisubstrate binding inhibition; FadD28 bisubstrate probe binding, fluorescence polarization; inhibition, % at 12.5 µM; actives 0.22% (n = 360,000); in the data active means inhibition above about 8.5%, passing the limit was not always enough; inconclusive means no clear call, values can overlap the other calls
GDH-TPI inh – counter-screen for M. tuberculosis FBA inhibitors: GDH-TPI coupled enzymes; GDH-TPI coupled enzyme counterscreen, NADH absorbance; actives 1.2% (n = 360,000); inhibition, % at 4.8 µM;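 further: 0% = DMSO wells and 100% = wells lacking the enzyme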
Mtb FBA inh – Mtb fructose-bisphosphate aldolase inhibition; P9WQA3; purified M. tuberculosis FBA, fluorescence read-out; inhibition, % at 1 µM; actives 2.3% (n = 360,000); in the data active means inhibition above about 27%;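 further: 0% = vehicle and 100% = reference inhibitor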
Target sequence (P9WQA3 whole entry, looked up): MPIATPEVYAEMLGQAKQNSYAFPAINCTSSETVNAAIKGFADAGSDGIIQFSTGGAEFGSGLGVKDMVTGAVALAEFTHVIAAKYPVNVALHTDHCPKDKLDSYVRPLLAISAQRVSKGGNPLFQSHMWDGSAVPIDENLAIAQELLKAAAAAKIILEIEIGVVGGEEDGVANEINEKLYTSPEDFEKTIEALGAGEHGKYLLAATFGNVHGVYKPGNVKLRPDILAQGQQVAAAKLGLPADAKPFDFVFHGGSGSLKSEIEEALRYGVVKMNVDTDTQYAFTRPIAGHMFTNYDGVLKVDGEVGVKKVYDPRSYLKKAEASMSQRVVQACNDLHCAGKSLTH
Rv3671c protease – inhibits the M. tuberculosis serine protease Rv3671c. AID 2606. actives 0.048% (n = 320,000). inhibition, % at 5.96 µM; in the data active means inhibition above about 38%;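 further: extracellular domain of Rv3671c used as enzyme; 0% = enzyme with DMSO and 100% = no enzyme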
BoNT F protease – BoNT F light chain protease inhibition; Multiplex microsphere protease cleavage assay, flow cytometry; inhibition, % at 10 µM; actives 0.22% (n = 360,000); in the data active means inhibition above about 35%, passing the limit was not always enough; inconclusive means no clear call, values can overlap the other calls; further: plate controls were buffer without enzyme for full effect and enzyme alone for no effect
VHR inh abs – inhibitors of human VHR1 phosphatase (DUSP3); inhibition, % at 13.3 µM; P51452; AID 1654; recombinant VHR phosphatase, pNPP absorbance; actives 0.52% (n = 290,000); in the data active means inhibition above about 50%; further: some compounds called inactive have numbers as strong as hits
Target sequence (P51452 whole entry, looked up): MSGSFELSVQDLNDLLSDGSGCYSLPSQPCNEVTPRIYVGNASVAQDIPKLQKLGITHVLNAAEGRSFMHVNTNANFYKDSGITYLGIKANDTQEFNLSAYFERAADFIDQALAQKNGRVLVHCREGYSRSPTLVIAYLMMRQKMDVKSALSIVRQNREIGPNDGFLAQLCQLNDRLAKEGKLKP
UGM FP inh – Mtb UDP-galactopyranose mutase inhibition. P9WIQ1. purified UGM, fluorescence polarization probe displacement. inhibition, % at 10 µM. actives 0.06% (n = 320,000); in the data active means inhibition above about 10%, passing the limit was not always enough; inconclusive means no clear call, values can overlap the other calls
Target sequence (P9WIQ1 whole entry, looked up): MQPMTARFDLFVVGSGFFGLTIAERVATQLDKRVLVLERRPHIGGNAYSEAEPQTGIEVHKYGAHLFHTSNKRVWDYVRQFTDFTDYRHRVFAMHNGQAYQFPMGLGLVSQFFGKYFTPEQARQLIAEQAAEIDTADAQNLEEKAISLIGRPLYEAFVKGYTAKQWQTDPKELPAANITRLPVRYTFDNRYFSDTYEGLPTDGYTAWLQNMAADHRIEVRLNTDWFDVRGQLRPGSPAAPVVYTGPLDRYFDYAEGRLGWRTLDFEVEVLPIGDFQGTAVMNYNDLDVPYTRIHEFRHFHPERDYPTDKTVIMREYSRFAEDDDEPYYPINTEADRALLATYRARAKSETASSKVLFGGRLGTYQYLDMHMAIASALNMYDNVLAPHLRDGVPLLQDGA
Starred values were filed as active, the others as inactive; ? = inconclusive; / = no result given. Unless noted, no stated cut-off is given here; in the data, active means inhibition above about 30%; inactive means the rest. Random draw from the library; about 4.9% have a hit in one of these screens.

SMILES | MazEF act | Mtb BioA inh | CCHF vOTU inh | FadD28 binding | GDH-TPI inh | Mtb FBA inh | Rv3671c protease | BoNT F protease | VHR inh abs | UGM FP inh
Cc1ccc2nc(N/C(=N/S(=O)(=O)c3cccs3)c3ccccc3Cl)sc2c1 | -8 | -0.2 | 13 | -4.3 | 29 | -2 | 0 | -8 | 11 | 1.5
COC(=O)c1onc(-c2c(OC)cc(OC)cc2OC)c1C(=O)OC | 8 | / | 3 | -0.9 | 5 | -4 | -5 | -6 | 2 | -0.2
CCc1nc(C)ccc1OCC(=O)O | 9 | -3.3 | 4 | -0.1 | 15 | -3 | 0 | 0 | -9 | 0.7
O=S(=O)(c1ccc2ccccc2c1)N1CCCCCC1 | -1 | / | 2 | -2.4 | 0 | 6 | 12 | 1 | 4 | 4.3
Cc1c(C(=O)N2CCCCC2)c(S(=O)(=O)N2c3ccccc3CC2C)c(C)n1C (stereo not drawn) | 3 | -0.7 | 14 | 0.9 | 1 | 2 | -3 | 0 | 13 | 1.6
CC(C)Cn1cnc2c1c(=O)n(CC(=O)N(C)C)c(=O)n2Cc1ccccc1 | -9 | / | 1 | -2.3 | 4 | 4 | 9 | 2 | 26 | -4.5
O=C(COC(=O)c1ccc(O)cc1)Nc1ccccc1[N+](=O)[O-] | 5 | / | 7 | -2.2 | 3 | -1 | -7 | -5 | 26 | -1.3
Cc1ccc(CCCOC(=O)C[N+]2(C)CCOCC2)cc1 | -2 | 0.4 | 1 | -1.0 | 0 | 6 | 4 | 15 | 14 | -1.7
S=C(c1ccc(-c2ccc(Cl)cc2Cl)o1)N1CCCCC1 | 1 | -1.6 | 25 | -3.9 | 17 | -2 | 8 | -32 | 18 | -3.9
O=C1c2ccccc2C(=O)N1CCc1csc(NNc2nc(CCN3C(=O)c4ccccc4C3=O)cs2)n1 | 0 | -0.8 | / | -2.6 | 5 | 0 | 8 | -2 | 16 | -0.3
Cc1nn2c(C(F)(F)F)cc(-c3ccc(Cl)cc3)nc2c1C(=O)N1CCOCC1 | 4 | -1.5 | 4 | -2.0 | 13 | 5 | -4 | -3 | -1 | 1.5
CCCN1CCN(CCCNC(=O)C2CCCN(c3nc4ccc(OCC)cc4s3)C2)CC1 (stereo not drawn) | 2 | 8.2 | -11 | 0.3 | 6 | 3 | 11 | -9 | -2 | -1.0
O=C1c2cccc(OCC(=O)N3CCCc4ccccc43)c2CCN1Cc1ccc(Br)cc1 | 0 | / | 3 | -4.9 | 4 | 2 | -18 | -8 | 3 | -1.2
CCOC(=O)c1ccc(Nc2cnc3ccccc3n2)cc1 | 12 | / | 17 | -2.9 | -7 | 4 | 2 | -1 | 3 | -0.3
CCOC(=O)CN1c2ccccc2NC(=O)CC1C (stereo not drawn) | 10 | -1.4 | 14 | -3.1 | 4 | -1 | 3 | -5 | 42 | 1.2
O=C(NC1CC1)c1cc(-c2ccccn2)nc2ccccc12 | 4 | -0.4 | 12 | -3.7 | 4 | 6 | 2 | 1 | 21 | -1.0
COc1ccc(Cc2nnc(Nc3ccc4c(c3)OCCO4)[nH]c2=O)cc1 | -9 | / | -13 | -1.5 | 1 | -4 | -6 | -3 | 14 | 2.0
O=C1OCC2=C1C(c1ccc3c(c1)OCO3)Sc1ccccc1N2 (stereo not drawn) | 10 | -0.4 | 7 | -2.9 | 4 | 4 | -2 | -32 | 11 | 1.7
NC(=O)C1CCN(C(=O)c2cc(-c3ccc(Cl)s3)nc3ccccc23)CC1 | -8 | -1.6 | -101 | -2.1 | 34* | 127* | -2 | -6 | / | 0.9
CCOC(=O)Cc1csc(NC(=S)NC(=O)c2ccc(C)cc2)n1 | 2 | / | -1 | -0.4 | 14 | -1 | -13 | 6 | 9 | 1.4
Cc1sc2ncn(CC(=O)NC3CCCCC3)c(=O)c2c1C | 9 | -1.5 | 14 | -1.5 | 6 | -1 | -4 | -4 | / | -1.0
CS(=O)(=O)N(Cc1ccccc1F)c1ccccc1 | 6 | -0.5 | 4 | 0.3 | 7 | -1 | 4 | -11 | 18 | 0.6
CCN(CC)c1ccc(C=Nc2ccc(C#N)cc2)c(O)c1 | -13 | -0.7 | 17 | -1.9 | 45* | -1 | -14 | -10 | -18 | 0.2
Cc1ccccc1C(=O)NNC(=O)C(=O)N1CCCCC1 | 4 | / | -17 | -0.8 | 10 | 1 | -2 | -2 | -5 | /
CCOC(=O)c1cc(NC(=O)c2ccoc2C)cc(C(=O)OCC)c1 | -2 | 0.5 | 7 | -3.9 | -8 | -4 | -17 | 0 | -16 | -1.0
C=CCn1c(SCc2c(F)c(F)c(F)c(F)c2F)nc(O)cc1=O | 8 | / | -6 | 0.5 | -4 | 0 | 0 | 4 | 37 | 0.0
CC(C)CC(c1nnnn1Cc1cccs1)N1CCN(c2nc3ccccc3s2)CC1 (stereo not drawn) | -2 | -1.1 | 27 | -1.2 | -1 | 1 | 0 | 19 | -9 | 3.2
O=C(CSc1nc2ccccc2[nH]1)N/N=C/C=C/c1ccccc1[N+](=O)[O-] | 2 | / | -6 | 0.7 | 7 | 0 | -7 | -7 | 2 | -0.1
CCNc1nc(SCC(=O)Nc2ccc(Cl)c(Cl)c2)nc(N(C)C)n1 | 0 | -0.5 | 15 | -2.7 | -5 | 5 | 1 | -2 | 18 | 2.4
O=C(Nc1cccc(C(=O)N2CCCCC2)c1)c1ccc(Cl)cc1 | 2 | 9.1 | 4 | -3.9 | -4 | -1 | 4 | 3 | 2 | 3.5
O=C(C1CCN(c2nnc(N3CCCC3=O)s2)CC1)N1CCN(Cc2ccc3c(c2)OCO3)CC1 | 9 | 1.2 | 9 | 0.4 | 17 | 1 | / | -2 | 22 | /
CCOC(=O)c1cc(-c2ccccc2)sc1NC(=O)C(C)OC(=O)c1cccnc1OCC (stereo not drawn) | 1 | / | -7 | -0.7 | 8 | 1 | -2 | -20 | 23 | -0.7
Cc1cccc(C)c1-n1nnnc1C(c1cccs1)N1CCC2(CC1)C(=O)NCN2c1ccccc1 (stereo not drawn) | / | -4.0 | 9 | 1.1 | / | 1 | / | 4 | / | /
CC(C)c1ccc2oc(-c3ccc(N)cc3)nc2c1 | 4 | -0.7 | -73 | -1.6 | 29 | 191* | -5 | -8 | 8 | 0.2
Cc1ccc(-n2ncc3c(SCC(N)=O)ncnc32)cc1C | -6 | 0.4 | 1 | 1.0 | 8 | 1 | / | ? | 20 | /
CN(C(=O)CSc1nc2ccccc2o1)C1CCS(=O)(=O)C1 (stereo not drawn) | -6 | 2.7 | -6 | -0.2 | -10 | 1 | 1 | -4 | / | 0.9
CCN(C(=O)CSc1nc2nc(C)cc(C)n2n1)c1ccccc1 | -13 | 2.6 | 6 | -2.6 | 13 | -1 | 1 | 5 | 36 | -1.5
Nc1cc(=O)[nH]c(SCC(=O)NC2CCCCCCC2)n1 | -3 | -0.2 | 4 | -2.3 | 7 | 4 | -3 | -3 | / | -0.6
Cc1ccc(S(=O)(=O)N2CCN=C2SCc2cccnc2)cc1 | -6 | / | -6 | -0.9 | -3 | -1 | 9 | -2 | -7 | -2.3
COc1ccc(O)c(C=Nc2cc(NC(C)=O)c(Cl)cc2Cl)c1 | -1 | / | 6 | -4.4 | 13 | -4 | 2 | -3 | -2 | 1.9
CC(C)(C)OC(=O)NCC(=O)NNC(=O)C(C(=O)OCc1ccccc1)c1ccccc1 (stereo not drawn) | 4 | -3.2 | 18 | 1.4 | -6 | 5 | -4 | 2 | / | 2.3
CCC(=O)Nc1ccc(NC(=S)NC(=O)Cc2ccccc2)cc1 | -2 | / | -8 | -1.2 | 8 | -1 | -4 | 1 | -1 | 0.3
O=C(CSCc1ccccc1)Nc1cc([N+](=O)[O-])ccc1F | -15 | / | 27 | 0.6 | 4 | 1 | 1 | 1 | 26 | -0.4
CCCOc1ccc(S(=O)(=O)N2CCCC2)cc1[N+](=O)[O-] | 11 | -8.2 | 8 | 0.4 | 12 | 4 | -2 | -3 | 13 | 2.8
COc1c(Cl)cc(C(=O)Nc2ccccc2C(=O)O)cc1Cl | 4 | -1.5 | 4 | -4.5 | -3 | 3 | -26 | 15 | 5 | -0.8
O=C(O)c1ccc(NC(=O)c2cccc(S(=O)(=O)Nc3ccc(C(=O)O)cc3)c2)cc1 | 8 | -1.1 | 1 | -0.6 | 1 | 1 | -3 | 39* | -47 | 0.6
COc1ccc(NC(=O)COC(=O)CCC(=O)c2cccs2)cc1OC | -1 | 1.5 | 0 | 0.6 | 1 | 2 | -3 | 0 | / | -3.8
O=C1CCCc2ccccc2N1Cc1ccc(Cl)cc1 | 0 | 2.0 | 9 | -3.1 | -1 | 0 | 1 | -11 | 41 | -1.8
Cc1ccc(C)c(C(=O)COC(=O)c2ccccc2N2C(=O)C3C4CCC(C4)C3C2=O)c1 (stereo not drawn) | -8 | 0.4 | 0 | -3.3 | -3 | 0 | 5 | 0 | 3 | -1.1
CN(Cc1cc(Cl)cc(Cl)c1O)Cc1c(O)ccc2ccccc12 | 4 | -1.1 | 9 | -4.9 | 0 | 3 | / | -4 | / | /
COc1cc2ccc(C(C)=O)cc2cc1OC | -22 | 2.7 | -3 | -2.7 | 15 | 16 | / | -6 | / | /
CCC(C)NC(=O)Cn1nc(Cc2ccncc2)c2ccccc2c1=O (stereo not drawn) | 6 | -1.3 | -10 | / | 8 | 0 | 4 | 8 | 21 | 1.8
Cc1nc(N2CCN(c3ccccn3)CC2)c2c(C)c(C(=O)Nc3ccccc3F)sc2n1 | -27 | -0.3 | 3 | -1.1 | 17 | 6 | 5 | 5 | -9 | 2.2
Cc1nc(NC(=S)Nc2ccccc2)sc1C | 7 | / | 2 | -0.6 | 23 | -1 | -4 | -7 | 18 | 0.3
O=C(CCCn1cnc([N+](=O)[O-])n1)Nc1ccc(Cl)cc1Cl | -5 | / | 5 | -1.1 | 8 | -1 | 8 | -4 | -13 | 0.2
Cc1cc2c(cc1S(=O)(=O)Nc1ccc(OC(F)(F)F)cc1)OCC(=O)N2 | 12 | -0.1 | 6 | -0.9 | -1 | -7 | -32 | 8 | -2 | 2.2
CCCCN(C=O)c1c(CC)nc2c(OCCOc3ccc(F)cc3)cccn12 | / | 13 | 2 | -2.7 | 7 | -3 | / | 1 | / | /
O=C(c1ccc(CNS(=O)(=O)c2cccc(Cl)c2)cc1)N1CCCC1 | 9 | / | -1 | 0.5 | 3 | 0 | 18 | -3 | 15 | 0.0
O=c1[nH]c(NCCO)nnc1Cc1ccccc1 | 6 | 1.0 | 8 | -1.3 | 2 | -2 | -3 | -4 | 61 | 0.9
CCOC(=O)c1cc2c(C)nn(-c3ccccc3)c2s1 | -7 | 0.4 | 11 | -3.4 | -1 | 16 | 8 | ? | -10 | -1.5
O=C(O)C(Cc1ccccc1)NS(=O)(=O)c1ccc(Cl)cc1 (stereo not drawn) | -14 | -1.8 | -10 | / | -5 | 0 | 2 | 4 | / | -2.1
N#CC(c1ccc(Cl)cc1)c1ccc2c(C(F)(F)F)cc(C(F)(F)F)nc2n1 (stereo not drawn) | -2 | / | -9 | -3.7 | 4 | 2 | 17 | 0 | 39 | 0.2

Looked up one by one from above, two records:
SMILES | MazEF act | Mtb BioA inh | CCHF vOTU inh | FadD28 binding | GDH-TPI inh | Mtb FBA inh | Rv3671c protease | BoNT F protease | VHR inh abs | UGM FP inh
O=C(O)C(Cc1ccccc1)NS(=O)(=O)c1ccc(Cl)cc1 (stereo not drawn) | -14 | -1.8 | -10 | / | -5 | 0 | 2 | 4 | / | -2.1
CCc1nc(C)ccc1OCC(=O)O | 9 | -3.3 | 4 | -0.1 | 15 | -3 | 0 | 0 | -9 | 0.7

Some entries already given, showing only BoNT F protease.
| Compound | BoNT F protease |
| --- | --- |
| CCC(=O)Nc1ccc(NC(=S)NC(=O)Cc2ccccc2)cc1 | 1 |
| O=C(CSCc1ccccc1)Nc1cc([N+](=O)[O-])ccc1F | 1 |
| CCCOc1ccc(S(=O)(=O)N2CCCC2)cc1[N+](=O)[O-] | -3 |
| COc1c(Cl)cc(C(=O)Nc2ccccc2C(=O)O)cc1Cl | 15 |

High-throughput results from PubChem BioAssay.
